L3MBTL1 block: qHTS Assay for the Inhibitors of L3MBTL1. Potency, µM (titrated, usually from 57.1 µM), without a hit: at the top dose activity, negative = inhibition, actives largely listed as inhibitors. AID 485360, 2010. 230,000 compounds, 0.66% hits. AlphaScreen L3MBTL1–H3K9me1 peptide binding. Lethal(3)malignant brain tumor-like protein 1 (Homo sapiens), Q9Y468; further: potency means the concentration at half of the fitted maximal effect; on the % scale 0 is the no-effect control and ±100 the full control effect; nearly all actives have a fitted effect of over 60% in size
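L3MBTL1 50 nM + b-AHA-H3(1-15)K9me1 75 nM, 30 min RT; compound added, 30 min RT; streptavidin donor/Ni-chelate acceptor beads 10 ug/mL each final, 30 min RT dark; AlphaScreen read.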
HTT aggregate: qHTS Multiplex Assay to Identify Dual Action Probes in a Cell Model of Huntington: Aggregate Formation (GFP). 220,000 compounds, 1.1% hits. PC12 HttQ103-GFP aggregates, Acumen cytometry, 40 h. Potency, µM (top dose mostly 46.1 µM), for inactives: top-dose activity change, negative = inhibition, usual class: inhibitors. AID 1688, 2009; further: potency means the concentration at half of the fitted maximal effect; on the % scale 0 is the no-effect control and ±100 the full control effect; nearly all actives have a fitted effect of over 60% in size
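Using laser scanning cytometry, GFP-positive aggregates were counted after lysis of PC12 cells induced with 100 nM tebufenozide to express HTT exon 1 Q103–GFP. Compounds were tested in titration.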
Epigenetic derep: Quantitative High-Throughput Screen for Regulators of Epigenetic Control; murine LDR cells, GFP reporter derepression, 30 h; 280,000 compounds, 0.2% hits; AID 1865, 2009; Potency, µM (top dose mostly 53.9 µM), inactives show at the top dose GFP activation, actives largely listed as activators; further: potency means the concentration at half of the fitted maximal effect; % of control where 0% means no effect; nearly all actives have a fitted effect of over 60% in size
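In this reporter-derepression format, murine cells bearing a silenced integrated CMV-GFP locus incubate with test compound (30 h, 37 C), then are washed and imaged; fluorescent objects of 20–120 um count as induced cells.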
NPSR antag: qHTS Assay for Antagonists of the Neuropeptide S Receptor: cAMP Signal Transduction. Q6W5P4. 220,000 compounds, 1% hits. Potency, µM (series often up to 38.3 µM), inactives show at the top dose activity change, negative = inhibition, most hits filed as inhibitors. CHO-NPSR cells, cAMP TR-FRET, antagonist mode; further: potency means the concentration at half of the fitted maximal effect; on the % scale 0 is the no-effect control and ±100 the full control effect; nearly all actives have a fitted effect of over 50% in size; many of its hits are not listed in these tables
Target sequence (Q6W5P4 whole entry, looked up): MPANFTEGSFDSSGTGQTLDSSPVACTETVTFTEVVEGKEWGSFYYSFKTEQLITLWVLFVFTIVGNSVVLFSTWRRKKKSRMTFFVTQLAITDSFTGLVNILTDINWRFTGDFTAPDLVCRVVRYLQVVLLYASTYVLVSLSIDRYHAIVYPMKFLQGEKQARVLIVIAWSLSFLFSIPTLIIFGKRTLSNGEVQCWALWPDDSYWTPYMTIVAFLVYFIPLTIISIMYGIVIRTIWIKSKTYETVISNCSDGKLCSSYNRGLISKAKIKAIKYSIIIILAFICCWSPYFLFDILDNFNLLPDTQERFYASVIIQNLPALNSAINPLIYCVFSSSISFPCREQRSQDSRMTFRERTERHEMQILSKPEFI
IMPase Li inh: qHTS Assay for Identifying the Cell-Membrane Permeable IMPase Inhibitors: Potentiation with Lithium; CHO-M1 cells, IP1 TR-FRET (IP-One), carbachol + lithium; Potency, µM (top dose mostly 59.4 µM), without a hit: at the highest dose activity, negative = IMPase inhibition, hits mostly inhibitors; 210,000 compounds, 0.35% hits;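 further: IP1 builds up when IMPase is blocked and the TR-FRET signal falls; potency means the concentration at half of the fitted maximal effect; plate controls were basal vehicle for no effect and high inhibitor control for full effect; nearly all actives have a fitted effect of over 50% in size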
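Concentration–response in CHO-M1 cells, lithium-potentiated; 30 min at 37C. IP1 detected by competitive TR-FRET after 10 min lysis at RT. Hill-fitted AC50.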
CBFb-RUNX1 inh: qHTS Assay for Compounds Blocking the Interaction Between CBF-beta and RUNX1 for the Treatment of Acute Myeloid Leukemia | Runt-related transcription factor 1 (Homo sapiens) + Core-binding factor subunit beta … | AlphaScreen CBFb-His/RUNX1-biotin binding, biochemical | Potency, µM (doses to about 59.8 µM), for inactives: at the top dose activity, negative = inhibition, usual class: inhibitors | 230,000 tested, under 10 active | AID 1477, 2009; further: % of control where 0% means no effect
Target sequence (Q01196 whole entry, looked up): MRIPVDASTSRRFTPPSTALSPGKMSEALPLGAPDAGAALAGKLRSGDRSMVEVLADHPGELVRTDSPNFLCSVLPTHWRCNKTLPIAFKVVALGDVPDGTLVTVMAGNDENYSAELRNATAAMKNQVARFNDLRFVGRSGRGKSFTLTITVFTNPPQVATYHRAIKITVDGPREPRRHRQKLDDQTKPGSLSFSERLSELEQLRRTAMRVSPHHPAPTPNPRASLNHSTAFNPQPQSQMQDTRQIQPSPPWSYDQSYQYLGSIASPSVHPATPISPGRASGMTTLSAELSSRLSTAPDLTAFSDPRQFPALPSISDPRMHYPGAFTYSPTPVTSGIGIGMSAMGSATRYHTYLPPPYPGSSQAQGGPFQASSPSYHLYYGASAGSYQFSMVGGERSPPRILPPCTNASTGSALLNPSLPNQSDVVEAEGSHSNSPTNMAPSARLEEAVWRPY
Target sequence (Q13951 whole entry, looked up): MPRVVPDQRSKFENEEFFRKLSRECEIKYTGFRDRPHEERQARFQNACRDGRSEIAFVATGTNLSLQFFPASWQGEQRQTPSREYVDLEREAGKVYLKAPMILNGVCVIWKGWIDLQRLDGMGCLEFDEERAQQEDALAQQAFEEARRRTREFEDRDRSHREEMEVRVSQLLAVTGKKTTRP
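Proteins preincubated together for 20 min at RT before compound addition; 15 min later, nickel and streptavidin beads were added and left 90 min prior to AlphaScreen measurement.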
KinaseGlo FLuc: Counterscreen for Luciferase (Kinase-Glo TM) Inhibition; Kinase-Glo luciferase, ATP luminescence, 8 min; 200,000 compounds, 0.28% hits; Luciferin 4-monooxygenase (Photuris pensylvanica), Q27757; Potency, µM (titrated, usually from 38.3 µM), for the others: top-dose activity change, negative = inhibition, hits mostly inhibitors; further: potency means the concentration at half of the fitted maximal effect; on the % scale 0 is the no-effect control and ±100 the full control effect; nearly all actives have a fitted effect of over 60% in size
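Substrate mix (final 50 mM imidazole pH 7.2, 50 mM KCl, 7 mM MgCl2, 10 uM ATP, 0.01% Tween 20, 0.05% BSA) plus pin-tool compound, then Kinase-Glo detection mix; 8 min ambient, luminescence read.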
Starred values were filed as active, the others as inactive; ? = inconclusive; . = no result given; & = joins results of further samples; [ ] = another dose, or the depositor's remark. The call rests on the fitted dose curve; in most records, active means well fitted curve in the direction sought with a large enough effect; inconclusive means small, poorly fitted or top-dose-only effect, or another doubt; inactive means no such curve, though single readings can be large; an effect the other way counts as inactive or inconclusive. Some of the compounds tested; count on the stated rates, not on these rows.

smiles,L3MBTL1 block,HTT aggregate,Epigenetic derep,NPSR antag,IMPase Li inh,CBFb-RUNX1 inh,KinaseGlo FLuc
O=S(=O)(NCC(c1cccnc1)N1CCN(c2ccccc2)CC1)c1cc(F)ccc1F (stereo unspecified),-1%,-2%,0.0%,-17%[46.1 µM],-8%,0%,4%
CN(c1nc(-c2ccc(Br)cc2)cs1)C1CCS(=O)(=O)C1 (stereo unspecified),-28%,-14%,0.0%,-28%,10%,-6%,-1%
CCC(C(=O)NCCN1CCN(C)CC1)n1c(C)c2cnn(-c3ccccc3)c(=O)c2c1C (stereo unspecified),-1%,7%,-2.6%,14%[46.1 µM],-3%[38.3 µM],-5%,-1%
O=C(c1cccc(COc2ccc(Cl)cc2Cl)c1)N1CCN(c2ccccn2)CC1,.,?,0.2%,-30%[46.1 µM],6%[38.3 µM],-2%,0%
CCC(CC)C(=O)NCc1ccc(Cl)cc1,2%,0%,1.1%,23%,9%,9%,1%
COc1ccc2c(C)c(Cc3ccccc3)c(=O)oc2c1OC,13%,?,-1.8%,-27%,13%,-2%,0%
CCc1ccc2c(c1)c1nnc(NN)nc1n2C,-18%,-8%[9.22 µM],1.1%,-3%[7.67 µM],.,-12%,.
CCOC(=O)c1[nH]c2ccc(OC)cc2c1NC(=O)c1cccc(OC)c1,4%,11%,-2.3%,-11%[46.1 µM],-1%[38.3 µM],2%,-1%
O=C(NNS(=O)(=O)c1ccccc1)c1csc(-c2cccnc2)n1,-1%,-17%[9.22 µM],2.0%,40%,.,3%,.
COC(=O)c1ccc(C23CC4(C2)[C@H](CN(Cc2cccnc2)[C@@H]4c2ccccc2)C3c2ccccc2)cc1 (stereo partly specified),.,27%[9.22 µM],2.9%&11%,-40%,-4%,-2%&3%,1%
CCOC(=O)C(=CNc1nc2ccc(C(=O)OCC)cc2s1)C(=O)OCC,.,-13%[9.22 µM],0.0%,-41%,.,6%,.
CCN(CC)c1ccc(NC(=O)c2cnc3ccccn3c2=O)c(C)c1,.,4%,-1.1%,-10%[46.1 µM],27%[38.3 µM],0%,1%
CCCCC[n+]1ccn(-c2nc3ccccc3nc2[N-]S(=O)(=O)c2ccc(C)cc2)c1,-8%,26%,0.0%,-24%[46.1 µM],-18%[38.3 µM],6%,-1%
Cc1ccc(CN2CC(C(=O)Nc3ccc(F)c([N+](=O)[O-])c3)CC2=O)cc1 (stereo unspecified),.,-26%,2.8%,-36%,7%,-4%,-4%
CCCNC(=O)COc1ccccc1[N+](=O)[O-],5%,-12%,-0.9%,13%[46.1 µM],.,0%,.
COc1nc(OC)nc(N2CCC(C(=O)NCc3cccs3)CC2)n1,-3%,11%,2.2%,-5%[46.1 µM],19%[38.3 µM],-7%,2%
O=C(COC(=O)CCN1C(=O)/C(=C\C=C\c2ccccc2)SC1=S)Nc1cc(F)ccc1F,-15%[11.4 µM],12%,1.1%,-48%,-1%,?,-1%
O=[N+]([O-])c1ccc2nc(CCCc3nc4ccc([N+](=O)[O-])cc4[nH]3)[nH]c2c1,9%,.,-1.1%,0%,0%,2%,0%
Cc1ccc(Cn2c(=O)c3cccnc3n(CC(=O)Nc3cccc(C(F)(F)F)c3)c2=O)cc1,6%,5%,0.0%&1.1%,-39%,?,-5%,9%
CCCCc1nc(Cl)c(C#N)c2c1CCCC2,32%[activator],-28%,-0.9%,-10%,13%,6%,3%
COc1ccc(CN(CCC#N)CCC2(c3ccccc3)CC(C)N(C)CC2C)cc1OC (stereo unspecified),-2%,-7%[9.22 µM],1.2%,25%,.,3%,.
Cc1cc(C)c(-c2cc(NC(=O)COC(=O)c3ccc(CO)cc3)n(-c3ccccc3)n2)cc1C,-2%,10%,6.6%,-23%,8%,0%,-6%
COC(=O)c1c(NC(=O)CN2CCN(C(=O)c3ccco3)CC2)c2c(C)cccc2n1C,.,8%,0.0%,-16%[46.1 µM],15%[38.3 µM],1%,-3%
CCOC(=O)N1C(=O)c2cc(OC)ccc2S1(=O)=O,39%[activator],9%,-1.8%,9%[46.1 µM],5%[38.3 µM],-4%,-1%
Cn1cc(C(=O)N/N=C/C2=C(N3CCOCC3)C(=C\c3ccccc3)/CC2)ccc1=O,2%,14%,1.9%,-9%,25%,7%,-1%
O=C(c1ccc(C(=O)N2CCCc3ccccc32)s1)N1CCCc2ccccc21,-3%,?,0.8%,-24%[46.1 µM],12%[38.3 µM],-13%,0%
CC(C)(C)C(=O)COC(=O)c1c2c(nc3ccccc13)CCC2,?,-5%,-1.5%,-19%,6%,-11%,-2%
O=C(CSc1nnc2n1CCCCC2)Nc1ccc(N2CCOCC2)cc1,.,-4%[9.22 µM],-3.2%,-1%,.,12%,.
C=C(C)Cn1c(N2CCCC2)nc2c1c(=O)[nH]c(=O)n2C,8%,-12%,1.3%,-12%[46.1 µM],22%[38.3 µM],10%,0%
Cc1ccc(NC(=O)Cn2cc(S(=O)(=O)c3ccc(F)cc3)c(=O)c3cc(F)ccc32)cc1,15%,-2%,4.1%,-42%,?,0%[2.36 µM],-5%
Cc1cn([C@H]2C[C@@H](N=[N+]=[N-])[C@@H](CO)O2)c(=O)[nH]c1=O,.,.,-1.2%,-5%[46.1 µM],-4%,-19%,-2%
CCOc1ccc(CCN2C(=O)c3cccnc3C2=O)cc1OCC,6%[11.4 µM],-6%,3.5%,7%,2%,13%,-1%
CCCS(=O)(=O)c1nc(S(=O)(=O)c2ccc(C)cc2)c(N2CCc3ccccc3C2)s1,20%,-1%,-1.1%,-13%,13%,8%,1%
S=c1[nH]cc(-c2ccc(Cl)cc2)n1-c1ccccc1,-10%,-18%,3.8%,?,-20%,-7%,-2%
Cc1occc1-c1nnc(SCC(=O)Nc2ccccc2)n1CCc1ccccc1,-8%,-12%,-0.8%,-21%[46.1 µM],2%[38.3 µM],2%,-1%
COc1ccc(C(=O)Nc2ccc(N3CCN(C(C)=O)CC3)cc2)cc1[N+](=O)[O-],15%,27%,-1.9%,-8%,0%,7%,-2%
NC(=O)c1ccccc1NC(=O)/C=C/c1cccc(Cl)c1,3%,-20%,0.0%,-17%[46.1 µM],-5%[38.3 µM],-2%,-5%
COc1cc(/C=C(\NC(=O)c2ccccc2)C(=O)NCCO)c([N+](=O)[O-])cc1OC,1%,4%,-11%,10%,-10%,-8%,0%
Cc1cc(C2C(=O)C(C(=O)c3ccc(Cl)cc3)C(=O)CC2(C)C)on1 (stereo unspecified),.,-27%,0.0%,-12%[46.1 µM],20%[38.3 µM],-5%,-1%
CC(C)OC(=O)Nc1ccc2c(c1)N(C(=O)N1CCN(C)CC1)c1ccccc1CC2,-10%,-23%[9.22 µM],1.1%,2%,.,9%,.
COC(=O)CN1C(=O)N/C(=C/c2cc3c(cc2OC)OCO3)C1=O,8%,2%,-1.1%,-34%,4%,-8%,1%
O=C(O)c1cccnc1SC1CC(=O)N(c2ccccc2)C1=O (stereo unspecified),.,-8%[9.22 µM],-2.4%,9%,.,-11%,.
CCc1c(C)sc(NC(=O)c2cc(C3CC3)on2)c1C#N,0%,-12%,1.7%,-10%[46.1 µM],8%[38.3 µM],4%,-3%
Cc1ccc(S(=O)(=O)c2c(C)cc(C)nc2Cl)c(C)c1,2%,-18%,-5.7%,-10%[46.1 µM],8%,0%,0%
Cn1ccnc1C(=O)c1cccc([N+](=O)[O-])c1,5%,-7%,-1.0%,21%,8%,2%,2%
CN(C)C(/C=C/Nc1ccc(F)cc1F)=C(C#N)C#N,-2%,12%,0.9%,-8%[46.1 µM],-6%,10%,3%
O=C(CN1CCN(c2ccccc2)CC1)N1CCN(c2ccccc2)CC1,1%,-3%,-1.7%,-10%[46.1 µM],2%[38.3 µM],0%,-1%

Gathered by group, the entries above containing an aryl methoxy group
smiles,L3MBTL1 block,HTT aggregate,Epigenetic derep,NPSR antag,IMPase Li inh,CBFb-RUNX1 inh,KinaseGlo FLuc
COc1ccc2c(C)c(Cc3ccccc3)c(=O)oc2c1OC,13%,?,-1.8%,-27%,13%,-2%,0%
CCOC(=O)c1[nH]c2ccc(OC)cc2c1NC(=O)c1cccc(OC)c1,4%,11%,-2.3%,-11%[46.1 µM],-1%[38.3 µM],2%,-1%
COc1nc(OC)nc(N2CCC(C(=O)NCc3cccs3)CC2)n1,-3%,11%,2.2%,-5%[46.1 µM],19%[38.3 µM],-7%,2%
COc1ccc(CN(CCC#N)CCC2(c3ccccc3)CC(C)N(C)CC2C)cc1OC (stereo unspecified),-2%,-7%[9.22 µM],1.2%,25%,.,3%,.
CCOC(=O)N1C(=O)c2cc(OC)ccc2S1(=O)=O,39%[activator],9%,-1.8%,9%[46.1 µM],5%[38.3 µM],-4%,-1%
COc1ccc(C(=O)Nc2ccc(N3CCN(C(C)=O)CC3)cc2)cc1[N+](=O)[O-],15%,27%,-1.9%,-8%,0%,7%,-2%
COc1cc(/C=C(\NC(=O)c2ccccc2)C(=O)NCCO)c([N+](=O)[O-])cc1OC,1%,4%,-11%,10%,-10%,-8%,0%
COC(=O)CN1C(=O)N/C(=C/c2cc3c(cc2OC)OCO3)C1=O,8%,2%,-1.1%,-34%,4%,-8%,1%

Assay outcomes from PubChem.
